Compound activity from PubChem.
tim10-1 inh: tim10-1 yeast growth inhibition; S. cerevisiae tim10-1 ts strain growth, BacTiter-Glo, 24 h; inhibition, % at 20 µM; 330,000 compounds, 2.2% hits;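 active means inhibition of at least 40%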;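 further: mutant grown at 25 °C; 0% = DMSO wells with yeast and 100% = wells holding no yeast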
GRIN3A LBD mod: modulates the human NR3A ligand-binding domain | NR3A LBD differential scanning fluorimetry, Tm shift; 0% = protein alone, 100% = glycine-bound protein | Tm shift relative to glycine control, % at 25 µM | 340,000 compounds, 2.5% hits;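 active means melting temperature shift of at least 10% of the positive control shift, at one fixed dose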
CHOP UPR activ: activators of apoptotic arm of unfolded protein response (CHOP); CHO-CHOP luciferase reporter, UPR activation, luminescence; percent of tunicamycin response over DMSO baseline; activation, % at 10 µM; 330,000 compounds, 0.34% hits;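 active means at 10 µM dose, activation of 40% or more, normalized to positive control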;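 further: 100% = tunicamycin at 10 µg/mL and 0% = DMSO alone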
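Material: CHO-CHOP cells, stable luciferase reporter of PERK-eIF2a-CHOP signalling; quantity: 500 reporter cells seeded per well; buffer or medium: F12 medium containing 10% fetal bovine serum; compound: one dose, 10 µM in 0.5% DMSO; incubation: 6 h compound treatment, 37 °C; measured by: Steady-Glo luciferase luminescence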
Mdm2-MdmX inh: disrupts the human Mdm2-MdmX interaction. inhibition, % at 8 µM. 330,000 compounds, 3% hits. SaOS-2 split-luciferase Mdm2/MdmX complementation, luminescence;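 active means inhibition of at least 50% at 8 µM in the primary screen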
UPR XBP1 act: adaptive UPR (XBP1) activation; CHO-XBP1 luciferase reporter, IRE1-XBP1 UPR activation, luminescence; percent of tunicamycin response, DMSO as zero; activation, % at 20 µM; 330,000 compounds, 0.33% hits; AID 463104;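 active means versus positive control, 20 µM dose yields 30% or more activation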;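 further: 100% = tunicamycin at 10 µg/mL and 0% = DMSO only wells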
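incubation = overnight seeding at 37 °C, 6 h compound treatment at 37 °C | assay system = CHO-XBP1 cells stably carrying IRE1-XBP1-driven luciferase reporter | input = 1000 cells per well | detection = luciferase luminescence | dosing = single point, 20 µM final compound, 1% DMSO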
TIM10 inh: inhibits growth of TIM10 yeast strain; S. cerevisiae TIM10 strain growth, BacTiter-Glo luminescence, 24 h; inhibition, % at 10 µM; 330,000 compounds, 1.4% hits; AID 463195;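 active means inhibition of 40% or more at the single tested concentration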;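 further: wild-type TIM10 isogenic control strain grown at permissive 25 °C; 0% = DMSO yeast wells and 100% = minimal medium wells without yeast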
APJ agonist: APJ receptor agonism. P35414. activation, % at 20 µM. 330,000 compounds, 0.11% hits. CHO-K1 APJ PathHunter beta-arrestin, luminescence; 0% DMSO wells, 100% apelin;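 active means activation more than six SD over the plate average, tested at 20 µM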;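 further: 0% = DMSO alone and 100% = apelin-13 at 10 nM; some results filed as inactive read as strong as hits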
Target sequence (P35414 whole entry, looked up): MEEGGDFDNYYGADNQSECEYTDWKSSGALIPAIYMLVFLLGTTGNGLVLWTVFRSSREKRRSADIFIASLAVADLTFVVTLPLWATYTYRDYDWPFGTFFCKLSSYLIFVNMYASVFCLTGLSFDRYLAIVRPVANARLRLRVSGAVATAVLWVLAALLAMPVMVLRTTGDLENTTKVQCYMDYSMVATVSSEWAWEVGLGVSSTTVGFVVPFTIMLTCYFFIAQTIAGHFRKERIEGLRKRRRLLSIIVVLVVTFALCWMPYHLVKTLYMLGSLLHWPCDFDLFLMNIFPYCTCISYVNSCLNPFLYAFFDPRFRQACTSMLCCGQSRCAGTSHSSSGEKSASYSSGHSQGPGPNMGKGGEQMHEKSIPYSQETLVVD
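Assay system: engineered CHO-K1 APJ arrestin reporter cells; Amount: 1000 CHO-K1 reporter cells seeded per well; Dosing: one dose, 20 µM compound, 1% DMSO; Times: compound stimulation 90 min at 25 °C, detection 60 min; Measured by: luminescent beta-gal fragment complementation, chemiluminescent substrate; Read-out: APJ–arrestin association signal; Controls: DMSO vs Apelin-13 10 nM.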
tim23-1 inh: growth inhibitors of tim23-1 mutant yeast; S. cerevisiae tim23-1 growth, BacTiter-Glo luminescence, 24 h; inhibition, % at 20 µM; 330,000 compounds, 1.3% hits; AID 463212;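 active means growth inhibition of the mutant yeast at or above 50%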;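 further: temperature-sensitive mutant grown at 25 °C; plate controls were DMSO-treated mutant yeast for no effect and medium wells lacking yeast for full effect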
NLRP3 yeast inh: blocks the NALP3 inflammasome reconstituted in yeast. inhibition, % at 10 µM. Yeast reconstituted NLRP3/ASC/caspase-1, beta-gal luminescence, 24 h. 330,000 compounds, 0.39% hits. AID 2825;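 active means inhibition of 50% or more; inactive means inhibition below 50%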;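 further: plate controls were induced DMSO wells for no effect and uninduced yeast grown without galactose for full effect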
* hit, by the source's call; . = no result given.

SMILES	tim10-1 inh	GRIN3A LBD mod	CHOP UPR activ	Mdm2-MdmX inh	UPR XBP1 act	TIM10 inh	APJ agonist	tim23-1 inh	NLRP3 yeast inh
Cn1c(=O)[nH]c(=O)c2[nH]c(CN3CCN(Cc4ccccc4)CC3)nc21	6	3	2.7	2	-1	4	-3	0	-5
Cc1ccc(C(=O)N/N=C\c2cc3c(cc2Br)OCO3)s1	-22	-8	6.0	-42	8	-3	3	15	18
Cc1ccc(SCc2cn3c(C)cc(C)nc3n2)cc1	6	-1	2.3	2	4	17	-1	20	4
COCC(C)n1c(SCC(=O)N2CCOCC2)nc2ccccc2c1=O (centres undefined)	-20	-3	-1.2	20	-2	-7	-2	-2	15
COC(=O)N/N=C/c1ccc(/C=N/NC(=O)OC)cc1	7	-1	-1.4	-4	0	12	-2	16	-15
C#CCn1c(=NC(=O)c2cccs2)sc2cccc(OCC)c21	14	-1	2.2	64*	12	6	-6	16	12
CCC(C)(NC(=O)c1ccccn1)C(=O)NC1CCCCC1 (centres undefined)	7	0	-1.1	-4	-1	4	-5	17	4
O=C(CCN1C(=O)C2C3C=CC(C3)C2C1=O)Oc1ccc2ccccc2c1 (centres undefined)	32	-2	-1.6	8	1	17	-2	18	24
CCCc1cc(=O)oc2cc(C)cc(OC(C)C(=O)NCC3CCC(C(=O)O)CC3)c12 (centres undefined)	0	-2	0.2	7	-4	1	-1	3	-2
CC(C)c1nc(SCC(=O)Nc2c[nH]c(=O)[nH]c2=O)c2cnn(-c3ccccc3)c2n1	10	-2	-0.7	18	0	17	-4	-5	9
CC(C)(C)NC(=S)N/N=C\c1ccc(-c2ccc([N+](=O)[O-])cc2)o1	40*	5	3.0	9	2	33	-2	45	9
CC(NC(=O)Nc1ccc(F)cc1)c1ccc2c(c1)OCO2 (centres undefined)	-8	5	3.4	8	-4	7	-2	-2	7
CSc1ncccc1C(=O)NCC1CCCCC1	-9	0	1.0	-9	-1	-12	-3	1	20
CC(=O)N1N=C(c2cccs2)CC1c1ccc(Br)cc1 (centres undefined)	31	-2	7.6	-62	-2	13	-3	37	8
O=C(COc1ccc2c3c(c(=O)oc2c1)CCCC3)NCCCN1CCOCC1	-8	5	-1.0	-14	-5	2	-6	4	15
Cc1c(C2Nc3ccccc3C(=O)N2O)cnn1C (centres undefined)	6	611*	1.7	15	0	6	0	5	-11
CCN(CC)C(=O)CN1C(=O)C2(OCC(C)(c3ccccc3)CO2)c2ccccc21 (centres undefined)	-95	2	-0.8	26	1	-45	2	-8	18
Cc1ccccc1NC1=C(Cl)C(=O)OC1OC(C)C (centres undefined)	14	2	1.3	-13	-1	-7	0	10	-11
CC1CCN(C(=O)c2[nH]cnc2C(=O)N[C@@H](C)c2ccccc2)CC1	12	0	-0.1	30	-3	13	-4	18	-2
CN(C)S(=O)(=O)c1ccc(Cl)c(C(=O)Nc2nc3ccccc3[nH]2)c1	0	-2	1.1	-24	0	5	0	4	16
CC(C)CN1C(=O)C(=O)N(CC(=O)Nc2cc(Cl)ccc2Oc2ccccc2)C1=O	35	1	0.8	-1	-2	43*	-1	28	-4
Cc1ccc(S(=O)(=O)NNC(=O)C2CCN(S(=O)(=O)c3ccc(C)cc3)CC2)cc1	8	-1	-0.7	-6	1	6	3	6	10
COc1cc2ccccc2cc1C(=O)Nc1ccc2oc(=O)ccc2c1	4	15*	0.1	-13	3	-13	0	-24	-16
COc1ccc(S(=O)(=O)N2CN(Cc3ccco3)c3nc4ccccc4nc32)cc1	47*	-5	-1.5	11	-2	20	-2	27	-8
CCOCCn1c(C)c(C(=O)OCC)c2cc(O)c3ccccc3c21	-2	3	2.3	19	2	8	4	11	20

Next structures.
SMILES	tim10-1 inh	GRIN3A LBD mod	CHOP UPR activ	Mdm2-MdmX inh	UPR XBP1 act	TIM10 inh	APJ agonist	tim23-1 inh	NLRP3 yeast inh
CC(C)C(c1nnnn1Cc1ccc(F)cc1)N1CCN(Cc2ccc3c(c2)OCO3)CC1 (centres undefined)	20	-13	-0.9	6	-5	-4	-4	0	4
N#Cc1nc(-c2cccs2)oc1N1CCN(Cc2ccccc2)CC1	-10	-7	-0.9	19	1	8	-4	33	29
Cc1ccc(S(=O)(=O)CC(=O)Nc2ncc([N+](=O)[O-])s2)cc1	-8	-1	3.1	6	3	14	-4	7	1
CCOc1cc2c(cc1OCC)C(c1ccccc1OC)OC(=O)C2 (centres undefined)	17	1	5.3	-4	0	-16	-2	-15	9
O=C(/C=C/c1ccc(Cl)c([N+](=O)[O-])c1)c1cccnc1	46*	0	11	84*	7	74*	-3	81*	17
CCOC(=O)c1cnn(-c2ccccc2)c1NC(=O)CN1CCCCC1	4	-1	-1.8	25	-4	6	-3	15	11
ONC(=Nc1ccc(Cl)cc1)c1ccccc1	31	2	-0.4	6	0	7	-2	1	22
CC1CN(c2nc3ccccc3nc2C(C#N)C(=O)OC2CCCCC2)CC(C)O1 (centres undefined)	13	1	2.1	17	-1	18	-3	13	12
COc1ccc(CN2C(=O)c3cccnc3C2=O)cc1S(=O)(=O)N(C)Cc1ccco1	12	-5	0.1	-20	-4	14	-2	6	9
CC(C)Oc1ccc(-c2nn(-c3ccccc3)cc2/C=c2\sc3ncnn3c2=O)cc1	10	.	5.0	10	3	10	-1	11	-2
CC(=NNC(=O)c1ccc(NS(=O)(=O)c2ccc(Br)cc2)cc1)c1cccnc1	-1	0	-0.8	21	0	-3	-1	5	8
CCCCOc1ccc(N(CC(=O)NCC2CCCO2)C(=O)CCC(=O)Nc2cc(C)ccn2)cc1 (centres undefined)	-5	-1	-1.2	-2	-2	-1	3	2	20
COc1ccc(NC(=O)NNC(=O)COc2ccc3ccccc3c2)cc1	-32	4	0.1	6	-5	-4	-7	-21	11
Cc1ccc(-c2cc3ccccc3nc2N)cc1	23	1	2.9	-14	0	17	0	15	24
CC1CCC(NC(=O)CCS(=O)(=O)c2ccc3c(c2)CCN3C(=O)C2CC2)CC1 (centres undefined)	19	-1	-1.3	-7	-2	20	1	13	-6
O=C1/C(=N\S(=O)(=O)c2cccs2)C([n+]2cccc(Cc3ccccc3)c2)=C([O-])c2ccccc21	-13	1	19	25	-5	-27	5	-19	18
COC(=O)c1c(NC(=O)c2ccco2)sc2c1CCN(C(C)C)C2	7	1	-2.2	26	-5	3	3	-2	18
COCC(C)Nc1ccc(S(=O)(=O)N2CCCC2)cc1[N+](=O)[O-] (centres undefined)	27	1	1.8	-11	2	15	0	26	13
Cc1c(C)n(Cc2ccccc2)c2ncnc(NCCCO)c12	1	1	-0.8	6	-5	-2	-3	0	11
O=C(NC(=S)Nc1ccc(NC(=O)c2ccccc2)cc1)c1ccc(F)cc1	-8	20*	5.4	16	5	-1	0	3	0
Cc1cc(C)cc(-c2nnc(SCC(=O)c3c(N)n(C4CC4)c(=O)[nH]c3=O)o2)c1	-12	-1	2.2	54*	0	-9	-5	-8	11
O=C(O)CNC(=O)c1ccc(NC(=O)/C(=C/c2cccc([N+](=O)[O-])c2)NC(=O)c2ccco2)cc1	-12	1	0.0	3	-2	0	7	9	22
O=C(Nc1ccno1)Nc1ccc(Cl)cc1Cl	17	0	2.9	7	3	21	15	20	-25
COc1ccc(-c2nc(SCc3ccc(C#N)cc3)[nH]c(=O)c2C#N)cc1	11	-19	0.5	-16	-3	7	0	-8	-3
CNC(=O)C1CC(=O)N(Cc2ccc(OC)c(OC)c2)C(=Nc2ccc(OC)cc2)S1 (centres undefined)	11	0	-1.8	0	-3	4	-2	4	16

A section of the results above:
SMILES	tim10-1 inh	GRIN3A LBD mod	CHOP UPR activ	Mdm2-MdmX inh	UPR XBP1 act	TIM10 inh	APJ agonist	tim23-1 inh	NLRP3 yeast inh
Cc1cc(C)cc(-c2nnc(SCC(=O)c3c(N)n(C4CC4)c(=O)[nH]c3=O)o2)c1	-12	-1	2.2	54*	0	-9	-5	-8	11
O=C(O)CNC(=O)c1ccc(NC(=O)/C(=C/c2cccc([N+](=O)[O-])c2)NC(=O)c2ccco2)cc1	-12	1	0.0	3	-2	0	7	9	22
O=C(Nc1ccno1)Nc1ccc(Cl)cc1Cl	17	0	2.9	7	3	21	15	20	-25
COc1ccc(-c2nc(SCc3ccc(C#N)cc3)[nH]c(=O)c2C#N)cc1	11	-19	0.5	-16	-3	7	0	-8	-3
CNC(=O)C1CC(=O)N(Cc2ccc(OC)c(OC)c2)C(=Nc2ccc(OC)cc2)S1 (centres undefined)	11	0	-1.8	0	-3	4	-2	4	16

Next entries:
SMILES	tim10-1 inh	GRIN3A LBD mod	CHOP UPR activ	Mdm2-MdmX inh	UPR XBP1 act	TIM10 inh	APJ agonist	tim23-1 inh	NLRP3 yeast inh
Cn1c(CSc2ccccc2)c(C#N)c2ccccc21	17	-8	2.0	-37	3	7	-5	28	33
COc1ccc(CCNc2nc3c(c(=O)n(C)c(=O)n3C)n2C)cc1OC	10	0	-0.6	7	4	4	-5	0	4
CCC(=O)Nc1ccc2c(c1)ncn2-c1ccccc1OC	10	0	1.5	-14	2	-1	1	20	20
O=C(O)c1cccc2c1C(=O)N(Cc1ccncc1)C2	1	0	-2.8	5	-2	7	1	8	16
CN(C)/C=N/S(=O)(=O)c1ccc(Cl)cc1	-3	-1	-0.8	16	-3	15	0	11	7
O=C(NCc1ccccc1)c1cccc(COc2ccc3c(c2)CCC3)c1	18	-4	-3.9	-16	-4	30	-3	25	16
COc1cccc(NC(=O)C(=O)NCC2CCCN2S(=O)(=O)c2ccccc2)c1 (centres undefined)	31	.	6.1	-123	8	20	2	24	1
CCC(=O)N1CCN(c2ccc(NC(=S)NC(=O)c3cc4ccccc4o3)cc2)CC1	6	1	7.8	17	-8	5	20	-1	7
Nc1nc(F)cc(NCc2ccccc2)n1	3	2	3.1	4	-1	6	-4	6	16
Oc1ccc2c(c1)C1CCCC1(N1CCOCC1)O2 (centres undefined)	8	1	0.3	1	-2	7	11	11	-10
COc1ccc(CC(=O)NNS(=O)(=O)c2ccccc2[N+](=O)[O-])cc1OC	3	0	0.2	16	1	3	1	0	-7
Cc1ccc(NC(=O)c2cccnc2)c([N+](=O)[O-])c1	-11	2	1.1	30	2	-6	1	8	14
Cc1cc(C)cc(C(=O)NCC(=O)OCC(=O)Nc2cccnc2Cl)c1	-10	-1	-1.2	16	-2	-14	-2	0	15
CCC/C(O)=C1\C(=O)CC(C)(C)CC1=Nc1cccc([N+](=O)[O-])c1	15	-1	1.0	-4	1	11	-1	20	9
O=C(CSc1nnc(NC(=O)C2CC(=O)N(c3ccc(F)cc3)C2)s1)NCC1CCCO1 (centres undefined)	4	0	1.0	30	-7	0	-5	13	14
O=C(CSc1nnc(C2CC2)n1-c1ccccc1)NCCN1C(=O)CSC1=O	6	-1	0.4	-16	0	10	-2	5	13
CCNC(=S)N(Cc1cc2cc(C)c(C)cc2[nH]c1=O)C1CCCC1	20	0	2.5	-25	-3	10	-4	28	20
CCOc1ccc(N2C(=O)CC(NC3CCN(C(=O)c4cccs4)CC3)C2=O)cc1 (centres undefined)	-10	2	0.4	-16	-3	6	2	-3	3
